Screening results: PubChem BioAssay, National Center for Advancing Translational Sciences (NCATS)
TGFb SMAD3 inh: blocks TGF-b signaling; HepG2 CAGA-GFP TGF-b/SMAD3 reporter, GFP fluorescence, 18 h; TGF-beta stimulated, 500 pg/mL final; Potency, µM (doses to about 46.1 µM), inactives show at the top dose activity, negative = inhibition, most hits filed as inhibitors; 410,000 tested, 1.2% active; AID 588855; note: potency is the fitted concentration of half-maximal effect; % is set by controls: 0 for no effect and ±100 for the full control effect; nearly all actives have a fitted effect of over 65% in size
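Smad-responsive CAGA-GFP expression was quantified in HEPG2 cells exposed to compounds and 500 pg/mL final TGF-beta for 18 h at 37 degrees C; unstimulated wells defined full inhibition.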
A549 viability: A549 cytotoxicity, counter-screen for Nrf2 inhibitors; A549 ARE-Fluc cells, CellTiter-Fluor viability, 18-24 h; 390,000 tested, 0.16% active; Potency, µM (top dose mostly 46 µM), without a hit: at the top dose activity change, negative = cytotoxicity, usual class: inhibitors; note: potency is the fitted concentration of half-maximal effect; % is set by controls: 0 for no effect and ±100 for the full control effect
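Cytotoxicity counterscreen: CellTiter-Fluor fluorescence was measured in A549 ARE_Fluc cells after 18-24 h of compound exposure in a concentration series. The subsequent BugLite luminescent read reports ARE-luciferase activity.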
CCT chaperon mod: cytosolic chaperonin activity modulation; purified chaperonin ATPase assay, HTRF ADP detection, 30 min; activity change, % (concentration not given with the values), hits read low; 360,000 tested, 0.3% active; AID 651819; in the data active = activity change below about -30%; note: % is set by controls: 0 for no effect and ±100 for the full control effect
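Enzyme 40 or 20 nM (batch-dependent) in Tris pH 7.4/KCl/MgCl2/DTT; cpd 76 uM single point; ATP 10 uM; 30 min 37 °C; Transcreener ADP HTRF detection, 30 min RT; ratio 665/615.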
Mm-Cpn inhibitor: M. maripaludis TRiC chaperonin inhibition. purified Mm-Cpn ATPase, ADP Transcreener TR-FRET. Potency, µM (highest dose often 76.9 µM), inactives show at the highest dose activity, negative = inhibition, actives largely listed as inhibitors. 330,000 tested, 0.031% active; note: potency is the fitted concentration of half-maximal effect; % is set by controls: 0 for no effect and ±100 for the full control effect; nearly all actives have a fitted effect of over 80% in size
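Purified archaeal Mm-CPN (25nM final) preincubated 10 min at 37degC with compound, then 10uM ATP for 30 min at 37degC; ADP measured by HTRF Transcreener TR-FRET; buffer 30 mM TRIS pH 7.4, 100mM KCl, 5mM MgCl2, 1mM DTT.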
Nrf2 activator: activators of Nrf2 (ARE) signaling; AREc32 ARE-luciferase reporter (MCF7-derived line), luminescence, 24 h; Potency, µM (series often up to 46.1 µM), for inactives: at the top dose activation, usual class: activators; 410,000 tested, 0.31% active; AID 624171; note: potency is the fitted concentration of half-maximal effect; % of control where 0% means no effect; nearly all actives have a fitted effect of over 65% in size
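ARE activation measured as luciferase luminescence (Steady-Glo, 30 min RT) in AREc32_Fluc cells after 24 hr compound exposure at 37 deg C, 5% CO2; cells seeded overnight at 1000/well in OPTI-MEM, 5% FBS.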
Abeta rescue: compounds reversing amyloid beta toxicity in yeast | 410,000 tested, 0.063% active | Potency, µM (top dose mostly 46.1 µM), without a hit: at the highest dose growth rescue, hits mostly activators | AID 1347071 | yeast expressing A-beta42, growth rescue, OD600, 48 h; response scale: 0% DMSO, 100% iron-clioquinol control; note: potency is the fitted concentration of half-maximal effect; nearly all actives have a fitted effect of over 55% in size
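Yeast growth medium received pinned compounds, then yeast cells expressing toxic A-beta were added; plates incubated at 30 C for 48 hr. Growth read as absorbance at 600 nm, normalized to DMSO and equimolar FeCl3 plus clioquinol controls.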
Nrf2 block: blocks Nrf2 signaling. A549 ARE-Fluc reporter, luciferase luminescence, 18-24 h. Potency, µM (doses to about 46 µM), without a hit: at the highest dose activity change, negative = inhibition, hits mostly inhibitors. 360,000 tested, 2.1% active; note: potency is the fitted concentration of half-maximal effect; % is set by controls: 0 for no effect and ±100 for the full control effect; nearly all actives have a fitted effect of over 60% in size
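Nrf2 activity is the BugLite luminescence, read 15 min after reagent at room temperature, following CellTiter-Fluor cytotoxicity readout (30 min, 37C). Compound titrations were applied for 18-24 h to 5000 A549 ARE_Fluc cells/well in 5% FBS OPTI-MEM.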
Akt phos inh: Akt phosphorylation inhibition; Neuro2A IGF-stimulated pAkt S473 HTRF, 20 min; hits give low values; activity change, % for hits at 50 µM; 360,000 tested, 0.32% active; in the data active = activity change below about -80%; inconclusive = mostly about -51% to -80%; note: % is set by controls: 0 for no effect and ±100 for the full control effect
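Neuro2A cells (4,500/well, DMEM with 0.5% FBS) were treated with compound at a single 50 µM final concentration, stimulated with 6 nM IGF for 20 min at 37 °C, and lysed. Phospho-Akt Ser473 was read by HTRF as 665/615 ratio ×10^4.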
HepG2 viability: counter-screen for TGF-b inhibitors: cytotoxicity in HepG2 cells; HepG2 CAGA-GFP viability, ATP luminescence, 18 h; Potency, µM (highest dose often 46.1 µM), inactives show at the highest dose activity change, negative = cytotoxicity, hits mostly cytotoxic; 410,000 tested, 0.76% active; AID 588856; note: potency is the fitted concentration of half-maximal effect; some results filed as inactive show a strong effect at the top dose
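CellTiter-Glo luminescence gave cytotoxicity after 18 hours at 37 degrees C. The cells were HepG2 CAGA-GFP in 1% FBS DMEM, stimulated with 500 pg/mL TGF-beta after compound addition. %Activity was normalised to no-cell wells (complete cell-killing) and DMSO (no toxicity), and curves were fitted and classified.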
* marks the source's active call; other numbers are inactive results; i = inactive; ? = inconclusive; nt = not tested or not shown; & = joins results of further samples; [ ] = remark or other dose. Unless noted, calls come from the whole dose curve; as a rule, active = well fitted curve in the direction sought with a large enough effect; inconclusive = small, poorly fitted or top-dose-only effect, or another doubt; inactive = no such curve, though single readings can be large; an effect the other way counts as inactive or inconclusive.

SMILES	TGFb SMAD3 inh	A549 viability	CCT chaperon mod	Mm-Cpn inhibitor	Nrf2 activator	Abeta rescue	Nrf2 block	Akt phos inh	HepG2 viability
COc1ccc(N=C2C(=O)Nc3ccccc32)cc1	-2.0%	1.8%	-0.2	1.8%	4.6%	21.4%	11.5%	i	-3.8%
N#Cc1ccc(-c2nc3c(Cl)cc(C(F)(F)F)cn3c2Cc2ccccc2C(F)(F)F)cc1	nt	nt	3.5	nt	-0.4%	5.3%	nt	i	nt
CCc1cccc(C)c1NC(=O)CCCSc1nc2ccccc2s1	-9.9%	-0.1%	0.7	-7.0%	2.6%	-17.3%	?	i	-1.0%
Cc1cc(NC(=O)c2cc(-c3ccccc3)on2)no1	-0.5%	-6.1%	1.5	0.7%	-0.1%	15.3%	4.4%	i	-6.6%
O=C(CCC(=O)Nc1ccc(F)cc1)N/N=C/c1cccs1	1.4%	-4.0%	0.9	-2.7%	2.9%	-5.1%	6.7%	i	6.2%
COc1cc(CN2CCC(CO)(Cc3cccc(C(F)(F)F)c3)CC2)ccc1F	?	-0.6%	0.6	1.1%	-2.1%	15.4%	0.0%	i	-137.3%
O=C(NCCCN1CCCC1=O)C1CCC(CNS(=O)(=O)c2ccc(Cl)cc2)CC1 (stereo unspecified)	-0.5%	1.7%	2.2	-2.6%	0.0%	8.9%	?	i	-7.1%
CC(=O)Nc1ccc(S(=O)(=O)NC(C(=O)O)C(C)C)cc1 (stereo unspecified)	3.2%	-21.4%	0.0	nt	-0.8%	5.4%	-3.7%	i	14.2%
CC(C)N1C/C(=C/c2cccnc2)C(=O)/C(=C/c2cccnc2)C1	7.08µM*	0.2%	-3.3	0.0%	?	-1.7%	4.8%	i	-28.0%
c1ccc(Cn2nc(-c3ccccc3)nc2-c2ccccc2)cc1	7.8%	9.4%	2.4	0.0%	4.0%	-15.4%	?	i	-70.7%
Cc1ccc(NC(=O)c2cc3ccccc3oc2=N)cc1	5.6%	5.3%	-0.1	2.0%	3.9%	-16.9%	?	i	3.6%
O=C(CNC(=O)c1cccc(Cl)c1)N/N=C/C=C/c1ccccc1	12.0%	2.6%	-0.8	0.1%	1.3%	12.2%	-2.2%	i	-0.6%
Cc1ccc(NS(=O)(=O)c2ccc3c(c2)NC(=O)CCS3)c(C)c1	8.3%	-2.0%	-1.0	2.9%	-0.3%	-2.1%	-19.7%	i	0.4%
Cc1cccc(NC(=O)c2ccc3c(c2)CCN3S(=O)(=O)c2ccccc2)c1C	-24.1%	-0.6%	nt	nt	0.6%	-6.6%	9.8%	nt	-19.2%
CN(CC(=O)NCC(=O)Nc1ccc(F)c(F)c1F)C1CCS(=O)(=O)C1 (stereo unspecified)	-0.4%	0.7%	-0.2	-0.7%	-0.1%	13.3%	11.1%	i	-0.4%
O=C(CNC(=O)c1ccccc1F)NC1CC1	14.7%	-3.5%	-0.6	0.1%	0.4%	0.9%	17.5%	i	-1.5%
Cc1cc(OCCCCn2ccnc2)cc(C)c1Cl	-1.1%	-0.5%	-0.5	-0.4%	0.4%	-27.3%	-9.7%	i	-23.8%
O=C(Nc1nc2ccccc2n1CCN1CCOCC1)c1ccc(COc2ccccc2Br)o1	-2.6%	-15.7%	-3.7	1.0%	3.1%	-10.7%	13µM*	i	-30.2%
Cc1ccc(S(=O)(=O)N2CCN(C(=O)c3ccc(-n4cncn4)c([N+](=O)[O-])c3)CC2)cc1	-13.3%	-6.3%	-1.4	-2.4%	0.0%	1.0%	-16.1%	i	-17.2%
c1ccc(SC23CCCCN(CCC2)C32OCCO2)cc1 (stereo unspecified)	nt	nt	1.1	nt	0.3%	-10.3%	nt	i	nt
Cc1ccc(-c2nc3ccccn3c2Nc2ccccc2C)s1	0.1%	-3.3%	nt	nt	9.7%	-20.6%	?	nt	-36.8%
NS(=O)(=O)c1cccc(NC(=O)CSc2nnnn2-c2ccccc2)c1	-26.7%	2.0%	-0.6	0.2%	-0.7%	0.7%	-5.8%	i	-10.8%
Cc1onc(-c2ccccc2)c1-c1nnc(COC(=O)c2ccc(N(C)C)cc2)o1	-1.4%	nt	0.0	nt	0.1%	-2.0%	nt	i	-14.9%
Clc1cccc(-c2ccc3ncnc(NCc4cccnc4)c3c2)c1	-24.7%	6.0%	nt	1.4%&0.5%	0.0%	0.3%	-1.2%	nt	-8.4%
O=C(CCl)Nc1ccccc1C(=O)c1ccccc1	-10.6%	-9.5%	-0.2	2.0%	5.4%	-0.5%	-23.3%	i	7.6%

Continued; it opens with the two that closed the last part.
SMILES	TGFb SMAD3 inh	A549 viability	CCT chaperon mod	Mm-Cpn inhibitor	Nrf2 activator	Abeta rescue	Nrf2 block	Akt phos inh	HepG2 viability
Clc1cccc(-c2ccc3ncnc(NCc4cccnc4)c3c2)c1	-24.7%	6.0%	nt	1.4%&0.5%	0.0%	0.3%	-1.2%	nt	-8.4%
O=C(CCl)Nc1ccccc1C(=O)c1ccccc1	-10.6%	-9.5%	-0.2	2.0%	5.4%	-0.5%	-23.3%	i	7.6%
Cc1ccc(S(=O)(=O)N2C[C@H]3N(C(=O)OC(C)C)N(C(=O)OC(C)C)C[C@H](OC(=O)NC4CCCC4)[C@@]3(O)C2)cc1	?	nt	0.8	nt	0.1%	6.4%	nt	i	-17.9%
N#C/C(=C1\C(=O)Nc2c(Cl)cc(Cl)cc21)c1nnc2n1CCCCC2	-28.6%	-0.9%	-1.4	0.6%	0.3%	-2.3%	-15.2%	i	10.4%
Cc1ccccc1CNC(=O)C(=O)NCCC1CCCCN1S(=O)(=O)c1cccs1 (stereo unspecified)	-21.7%	-15.4%	-2.2	1.3%	2.5%	10.8%	-18.6%	i	-32.7%
CCCNC(=O)C1(C)CCCN(C(=O)c2cccc(C(F)(F)F)c2)C1 (stereo unspecified)	?	nt	1.6	nt	-0.2%	0.1%	nt	i	-6.9%
O=C(C[C@@H]1C/C=C\CCC(=O)OC[C@H](Cc2ccccc2)NC1=O)N[C@@H](CO)Cc1ccccc1	7.4%	-6.1%	1.8	0.5%	-1.1%	3.6%	-2.2%	i	-2.3%
Cc1ccc(OCC(=O)Nc2nnn(C)n2)c(C)c1	55.1%[activator]	-1.4%	1.1	0.0%	-0.6%	-2.5%	15.8%	i	8.6%
COC(=O)C1=C(N)Oc2cc(N(C)C)ccc2C1c1ccccc1OC (stereo unspecified)	-23.1%	-13.0%	0.4	-0.7%	0.0%	2.0%	-27.4%	i	-19.6%
CCOC(=O)c1ccc(NC(=O)c2cc(S(=O)(=O)N3CCOCC3)cn2C)cc1	5.1%	-3.1%	-1.7	-2.5%	0.2%	-7.2%	1.5%	i	-3.5%
CC(C)(C)c1ccc(NC(=O)CSc2n[nH]c(=O)n2-c2cccnc2)cc1	8.8%	0.7%	0.2	1.2%	-0.7%	3.8%	9.1%	i	-1.7%
CCN(CC)S(=O)(=O)c1ccc2c(c1)nc(CCC(=O)Nc1ccccc1Cc1ccccc1)n2CC	?	-4.9%	-1.3	-0.1%	0.0%	17.1%	?	i	-24.3%
CC1CCN(C(=O)c2cc3nc(-c4ccccc4)cc(-c4ccccc4)n3n2)CC1	4.6%	-0.6%	-0.2	0.9%	0.2%	-5.1%	nt	i	-9.7%
Cc1c(C(=O)NCc2ccc(F)cc2)sc(=O)n1Cc1ccccc1	-2.6%	nt	-0.4	nt	-0.7%	22.7%	nt	i	3.0%
COc1ccc(-c2csc(C(C)(O)c3ccc(F)c(F)c3)n2)cc1OC (stereo unspecified)	-8.6%	nt	-1.0	nt	5.6%	16.7%	nt	i	-19.3%
COC(=O)CSc1nc2ccccn2c(=O)c1C=O	-0.1%	-12.9%	1.9	-2.3%	?	-1.7%	?	i	-1.4%
COc1ccccc1CNC(=O)C(CCSC)NC(=O)c1cccc(S(=O)(=O)N2CCOCC2)c1 (stereo unspecified)	5.7%	0.0%	-0.3	0.5%	-1.2%	-9.5%	-1.6%	i	6.6%
CCNC(=O)CSc1nnc(-c2ccccc2)n1-c1ccc(OCC)cc1	-1.9%	-3.7%	-1.7	-13.8%	0.1%	20.1%	-4.4%	i	0.0%
Cc1nn(CCCC(=O)Nc2cc(Oc3ccc(F)cc3)cc([N+](=O)[O-])c2)c(C)c1[N+](=O)[O-]	?	-19.5%	1.6	1.6%	1.7%	0.0%	?	i	1.8%
O=c1[nH]cnc2[nH]ncc12	-3.2%	-3.6%	-1.0	-1.0%[15.4 µM]	0.4%	-6.0%	24.6%	i	3.3%
CC(C)c1ccc(NC(=O)[C@H](NC(=O)[C@@H]2Cc3ccccc3CN2)c2ccccc2)cc1	-4.8%	-18.0%	0.7	3.2%	7.3%	-7.5%	?	i	-26.1%
COc1ccc(C(=O)Nc2ccc(Nc3ccccc3)cc2)cc1OC	-14.9%	-0.2%	-1.6	0.6%	-0.6%	6.4%	-6.4%	i	-31.9%
C=CCNC(=O)c1cc(-c2ccncc2)nc2c(C)cc(C)cc12	-25.0%	-2.5%	0.5	-0.3%	-0.2%	3.8%	-20.8%	i	-25.1%
Cn1c(=O)c2c(nc(N3CCCCC3)n2CCSc2nc3ccccc3s2)n(C)c1=O	-6.9%	-1.4%	0.0	-1.1%	-0.6%	-15.8%	-10.8%	i	0.9%
Cc1ccc(NC(=O)CSCC(=O)NC2(C)CCS(=O)(=O)C2)cc1 (stereo unspecified)	-3.5%	-2.6%	-3.0	-1.6%	-0.5%	20.3%	8.9%	i	3.6%
